From PubChem
USP8 inh: human USP8 deubiquitinase inhibition | hit rate 4.2% among 47,000 | purified USP8, Ub-rhodamine cleavage fluorescence, 30 min | inhibition, % at 20 µM | AID 1645853 | P40818
OTUD3 inh: blocks human OTUD3 ubiquitin-rhodamine cleavage; AID 1645858; purified OTUD3, Ub-rhodamine fluorescence, 2 h; Q5T2D3; inhibition, % at 25 µM; hit rate 0.7% among 47,000
Target sequence (Q5T2D3 whole entry, looked up): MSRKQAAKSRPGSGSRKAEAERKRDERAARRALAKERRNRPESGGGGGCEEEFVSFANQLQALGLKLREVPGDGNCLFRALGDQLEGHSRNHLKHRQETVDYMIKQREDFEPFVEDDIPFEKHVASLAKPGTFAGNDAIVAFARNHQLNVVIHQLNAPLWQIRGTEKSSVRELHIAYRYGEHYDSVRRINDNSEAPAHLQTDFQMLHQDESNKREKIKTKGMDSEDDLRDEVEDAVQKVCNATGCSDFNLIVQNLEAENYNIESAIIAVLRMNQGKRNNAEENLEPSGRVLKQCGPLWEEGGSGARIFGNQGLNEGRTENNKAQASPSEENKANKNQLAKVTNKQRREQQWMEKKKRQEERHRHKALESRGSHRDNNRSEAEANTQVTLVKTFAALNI
UCHL1 block: blocks human UCHL1 ubiquitin-rhodamine cleavage | P09936 | purified UCHL1, Ub-rhodamine cleavage fluorescence | inhibition, % at 20 µM | hit rate 0.2% among 47,000 | AID 1645859
Target sequence (P09936 whole entry, looked up): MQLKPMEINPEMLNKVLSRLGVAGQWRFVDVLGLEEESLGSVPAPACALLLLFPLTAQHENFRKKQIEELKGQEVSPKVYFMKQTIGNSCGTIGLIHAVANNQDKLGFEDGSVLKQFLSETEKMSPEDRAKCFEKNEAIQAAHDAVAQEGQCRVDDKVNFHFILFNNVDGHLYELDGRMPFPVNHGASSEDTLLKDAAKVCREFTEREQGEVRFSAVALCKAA
USP10 block: inhibitors of human USP10 deubiquitinase. Q14694. purified USP10, Ub-rhodamine fluorescence, 60 min. hit rate 1.1% among 47,000. AID 1645856. inhibition, % at 20 µM
USP17 inh: inhibitors of human USP17 deubiquitinase; A8MUK1; purified USP17, Ub-rhodamine cleavage fluorescence, 3 h; inhibition, % at 50 µM; hit rate 6.5% among 47,000; AID 1645855
USP7 inh: blocks human USP7 ubiquitin-rhodamine cleavage; Q93009; purified USP7, Ub-rhodamine cleavage fluorescence; inhibition, % at 20 µM; hit rate 0.3% among 47,000
USP28 block: blocks human USP28 ubiquitin-rhodamine cleavage; AID 1645857; hit rate 3% among 47,000; purified USP28, Ub-rhodamine cleavage fluorescence, 30 min; inhibition, % at 25 µM; Q96RU2
USP30 block: human USP30 deubiquitinase inhibition; purified USP30, Ub-rhodamine cleavage fluorescence; hit rate 5.3% among 47,000; inhibition, % at 25 µM
* = called active by the depositor. No stated cut-off is given here; in the data, active means inhibition above about 30%; inactive means the rest.

The opening 2 entries as a preview:
For CCC(C(=O)NCc1ccc(C)cc1)N1C(=O)CCn2nc(C)cc21 (stereo unspecified) the results were USP8 inh 1.4, OTUD3 inh -2.7, UCHL1 block -3.4, USP10 block -1.3, USP17 inh -0.2, USP7 inh -0.8, USP28 block -5.3 and USP30 block -2.6.
Cc1ccc(CNC(=O)Cn2c(N3CCOCC3)nc(C)cc2=O)cc1 was read as USP8 inh 4.5, OTUD3 inh 5.1, UCHL1 block -0.6, USP10 block 0.2, USP17 inh 8.0 and USP7 inh -2.6.

All compounds of this part, repeating the preview:
For CCC(C(=O)NCc1ccc(C)cc1)N1C(=O)CCn2nc(C)cc21 (stereo unspecified) the results were USP8 inh 1.4, OTUD3 inh -2.7, UCHL1 block -3.4, USP10 block -1.3, USP17 inh -0.2, USP7 inh -0.8, USP28 block -5.3 and USP30 block -2.6.
Cc1ccc(CNC(=O)Cn2c(N3CCOCC3)nc(C)cc2=O)cc1 was read as USP8 inh 4.5, OTUD3 inh 5.1, UCHL1 block -0.6, USP10 block 0.2, USP17 inh 8.0 and USP7 inh -2.6.
O=C(NCc1ccc(Cl)cc1)c1cn2c(n1)CCCC2 was read as USP8 inh 7.3, OTUD3 inh 7.0, UCHL1 block 0.2, USP10 block 0.6, USP17 inh 7.6, USP7 inh 0.4, USP28 block 5.6 and USP30 block 8.2.
`CC1=C(C(=O)Nc2cccnc2)C(c2ccccc2F)n2ncnc2N1` (stereo unspecified) gave USP8 inh 2.5, OTUD3 inh 0.0, UCHL1 block -1.7, USP10 block 0.9, USP17 inh -2.1, USP7 inh 0.4, USP28 block -2.1 and USP30 block 0.0.
Screening CCCn1c(=O)c2cc(C(=O)Nc3ccccc3)nn2c2ccccc21 returned USP8 inh -14.9, OTUD3 inh 0.1, UCHL1 block 0.9, USP10 block 3.2, USP17 inh 30.6*, USP7 inh 2.3, USP28 block -2.2 and USP30 block 0.0.
Screening O=S(=O)(c1ccc(C2CCCCC2)cc1)N1CCN(c2nnnn2-c2ccccc2)CC1 returned USP8 inh -7.9, OTUD3 inh -2.4, UCHL1 block -3.3, USP10 block 0.3, USP17 inh -3.5, USP7 inh 2.3, USP28 block -13.2 and USP30 block -4.5.
CC(C)c1nc2sc3c(NCCCN4CCOCC4)ncnc3c2c2c1CCC2 was read as USP8 inh 0.7, OTUD3 inh -7.3, UCHL1 block 6.5, USP10 block -2.8, USP17 inh -10.6, USP7 inh 3.1, USP28 block 47.9* and USP30 block -42.6.
Screening O=C(c1cn2ccccc2n1)N1CCCCC1c1nc2ccccc2s1 (stereo unspecified) returned USP8 inh -71.0, OTUD3 inh -84.0, UCHL1 block -8.5, USP10 block -6.7, USP17 inh -56.4, USP7 inh -7.3, USP28 block -68.5 and USP30 block -389.5.
For O=C(Cn1c(=O)[nH]c2c(-c3ccccc3)c[nH]c2c1=O)NCc1ccco1 the results were USP8 inh -22.4, OTUD3 inh 0.7, UCHL1 block -6.3, USP10 block -5.7, USP17 inh 44.9* and USP7 inh -3.1.
For CCOC(=O)c1cccc(NC(=O)CC2C(=O)N(c3ccccc3)C(=O)N2C2CCCC2)c1 (stereo unspecified) the results were USP8 inh 8.2, OTUD3 inh 1.5, UCHL1 block 4.0, USP10 block 2.0, USP17 inh 12.2, USP7 inh -0.6, USP28 block 13.3 and USP30 block 8.5.
`O=C1N[C@@H]2CN(S(=O)(=O)c3ccc4ccccc4c3)CC[C@H]2CO1` gave USP8 inh 0.1, OTUD3 inh 6.7, UCHL1 block 0.2, USP10 block 3.0, USP17 inh 1.8, USP7 inh 0.7, USP28 block -0.5 and USP30 block 3.4.
Screening Cc1cc2cc(CNC(=O)Cc3cccc4ccccc34)ccc2[nH]1 returned USP8 inh 27.2, OTUD3 inh -6.7, UCHL1 block 0.0, USP10 block -2.3, USP17 inh 39.5*, USP7 inh -5.9, USP28 block -8.1 and USP30 block -40.6.
Cc1noc(C)c1CN1CC[C@H]2CO[C@H](CNc3ncccn3)[C@H]2C1 was read as USP8 inh 0.1, OTUD3 inh -2.7, UCHL1 block -2.7, USP10 block 4.9, USP17 inh -7.6 and USP7 inh 24.8.
Screening O=C(NC1CC1)c1cc2c(s1)CN(C1CC1)C2 returned USP8 inh 0.0, OTUD3 inh -0.1, UCHL1 block 3.2, USP10 block -1.6, USP17 inh 15.6, USP7 inh 0.0, USP28 block 7.0 and USP30 block -30.9.
`CSc1ccccc1C(=O)Nc1c(C(N)=O)oc2ccccc12` gave USP8 inh 19.3, OTUD3 inh 16.9, UCHL1 block 4.3, USP10 block 3.2, USP17 inh 4.5, USP7 inh -0.8, USP28 block 30.0* and USP30 block 0.0.
For O=C(C1CCCN(S(=O)(=O)N2CCOCC2)C1)N1CCN(c2ccccc2F)CC1 (stereo unspecified) the results were USP8 inh -4.9, OTUD3 inh -5.9, UCHL1 block -2.6, USP10 block -3.1, USP17 inh -0.9, USP7 inh -0.6, USP28 block -3.0 and USP30 block 0.2.
For COc1ccc(CC(=O)N(Cc2nc3nc(C)cc(C)n3n2)c2ccccc2OC)cc1 the results were USP8 inh -1.4, OTUD3 inh 1.9, UCHL1 block 1.9, USP10 block -3.1, USP17 inh -1.4, USP7 inh 3.3, USP28 block 0.7 and USP30 block -0.5.
For COc1ccc(CCNC(=O)c2ccccc2OCc2ccc(F)cc2)cc1 the results were USP8 inh 8.8, OTUD3 inh 16.7, UCHL1 block 3.7, USP10 block 15.7, USP17 inh 16.7, USP7 inh 2.4, USP28 block 10.8 and USP30 block 28.9.
Screening CCCN1CCC2(Cc3ccccc3CN(C(=O)Cc3ccc(O)cc3)C2)C1 (stereo unspecified) returned USP8 inh -74.2, OTUD3 inh -17.9, UCHL1 block -2.0, USP10 block -1.8, USP17 inh -32.0, USP7 inh 0.0, USP28 block -1.2 and USP30 block -23.1.
Screening COc1ccc(NC(=O)C2C3C=CC4(O3)C2C(=O)N(Cc2cccc(OC)c2)C4C(=O)NC2CCCCC2)cc1 (stereo unspecified) returned USP8 inh 8.3, OTUD3 inh 4.5, UCHL1 block 1.0, USP10 block 1.4, USP17 inh -2.1, USP7 inh -14.1, USP28 block 5.0 and USP30 block 11.1.
For Cc1ccc(NC(=O)c2oc3ccccc3c2NC(=O)COc2ccc(C)cc2)cc1 the results were USP8 inh -7.2, OTUD3 inh -0.7, UCHL1 block -0.8, USP10 block 7.8, USP17 inh 2.3, USP7 inh 1.0, USP28 block -1.8 and USP30 block 3.4.
O=c1cc(CN2CCOCC2)nc2nc(NCc3ccc(Cl)cc3)[nH]n12 was read as USP8 inh 0.4, OTUD3 inh -0.1, UCHL1 block -6.4, USP10 block -3.6, USP17 inh 0.1, USP7 inh -3.9, USP28 block -8.2 and USP30 block 0.5.
`Cc1ccc(N2C(=O)c3cccnc3C2Nc2cccc(C(F)(F)F)c2)cc1` (stereo unspecified) gave USP8 inh -3.8, OTUD3 inh 2.8, UCHL1 block -0.7, USP10 block 1.9, USP17 inh 1.6, USP7 inh -1.6, USP28 block 7.4 and USP30 block 13.2.
For O=C(Nc1ccccc1)N1CCc2[nH]cnc2C1c1ccccc1 (stereo unspecified) the results were USP8 inh 7.2, OTUD3 inh -6.4, UCHL1 block -1.4, USP10 block -0.2, USP17 inh -5.8, USP7 inh -2.8, USP28 block -3.6 and USP30 block -17.0.
Cc1cc(C)c2c(C)c(C(=O)Nc3ccc4c(c3)NC(=O)CO4)oc2c1 was read as USP8 inh -28.2, OTUD3 inh -4.2, UCHL1 block 0.8, USP10 block -0.7, USP17 inh 4.4, USP7 inh 5.7, USP28 block 8.9 and USP30 block 0.8.
Screening Cc1sc2ccn(C)c(=O)c2c1C(=O)NC1CCCC1 returned USP8 inh 93.7*, OTUD3 inh 8.9, UCHL1 block 1.2, USP10 block 13.4, USP17 inh 61.8*, USP7 inh -9.5, USP28 block 27.7 and USP30 block 3.2.
`Cc1ccc(CNS(=O)(=O)c2ccc3c(c2)NC(=O)CC(C)S3)cc1` (stereo unspecified) gave USP8 inh 16.6, OTUD3 inh 8.5, UCHL1 block 0.1, USP10 block 1.4, USP17 inh 16.2, USP7 inh 0.0, USP28 block 7.9 and USP30 block 9.5.
`O=S1(=O)CCN2C(c3ccc(NS(=O)(=O)c4ccc(Cl)cc4)cc3)=CSC2=N1` gave USP8 inh -5.9, OTUD3 inh 1.5, UCHL1 block 0.3, USP10 block 3.5, USP17 inh 2.7, USP7 inh -3.3, USP28 block -1.2 and USP30 block -8.4.
`Cc1ccc(NC(=O)Cc2nnc(SCC(=O)N3CCOCC3)n2C)cc1Cl` gave USP8 inh 3.1, OTUD3 inh -4.7, UCHL1 block -3.8, USP10 block -4.3, USP17 inh -5.8, USP7 inh -6.4, USP28 block -3.8 and USP30 block -9.1.
CC1=CC(O)C2OC2C1=O (stereo unspecified) was read as USP8 inh 5.8, OTUD3 inh 0.0, UCHL1 block -0.7, USP10 block 5.3, USP17 inh 0.7, USP7 inh 6.6, USP28 block -12.1 and USP30 block -4.8.

Three entries picked at random from those above, as already listed:
Cc1ccc(CNC(=O)Cn2c(N3CCOCC3)nc(C)cc2=O)cc1 was read as USP8 inh 4.5, OTUD3 inh 5.1, UCHL1 block -0.6, USP10 block 0.2, USP17 inh 8.0 and USP7 inh -2.6.
`Cc1ccc(N2C(=O)c3cccnc3C2Nc2cccc(C(F)(F)F)c2)cc1` (stereo unspecified) gave USP8 inh -3.8, OTUD3 inh 2.8, UCHL1 block -0.7, USP10 block 1.9, USP17 inh 1.6, USP7 inh -1.6, USP28 block 7.4 and USP30 block 13.2.
`Cc1ccc(CNS(=O)(=O)c2ccc3c(c2)NC(=O)CC(C)S3)cc1` (stereo unspecified) gave USP8 inh 16.6, OTUD3 inh 8.5, UCHL1 block 0.1, USP10 block 1.4, USP17 inh 16.2, USP7 inh 0.0, USP28 block 7.9 and USP30 block 9.5.

Further compounds
Screening N#Cc1cccc(C(=O)N2CCCn3nc(-c4ccncc4)cc3C2)c1 returned USP8 inh -1.8, OTUD3 inh 0.6, UCHL1 block -0.9, USP10 block 0.2, USP17 inh -8.1, USP7 inh 1.3, USP28 block 3.9 and USP30 block -2.6.
Screening Cc1ccccc1Oc1ncnc2oc(-c3ccccc3)cc12 returned USP8 inh 13.2, OTUD3 inh -93.0, UCHL1 block -7.0, USP10 block -7.1, USP17 inh -16.9, USP7 inh -5.7, USP28 block -89.4 and USP30 block inactive.
`CC(C)(C)c1ccc(C(=O)Nc2cccc(-c3nc4ncccc4o3)c2)cc1` gave USP8 inh 0.0, OTUD3 inh -12.4, UCHL1 block 6.4, USP10 block -1.9, USP17 inh -17.7, USP7 inh 11.3, USP28 block 2.3 and USP30 block -18.7.
O=C(O)CCn1c(-c2ccccc2)cc2c1CCCC2=O was read as USP8 inh -0.2, OTUD3 inh 0.0, UCHL1 block -1.5, USP10 block 0.5, USP17 inh 3.4, USP7 inh -3.2, USP28 block 0.5 and USP30 block -5.8.
Screening CCN[C@H]1C[C@@H](c2ccccc2)OC2(CCN(Cc3ccnn3C)CC2)C1 returned USP8 inh -23.9, OTUD3 inh 7.4, UCHL1 block -0.2, USP10 block -0.7, USP17 inh -1.3, USP7 inh 4.5, USP28 block -0.1 and USP30 block -1.0.
For COc1ccc(S(=O)(=O)Nc2nc3ccccc3nc2NCc2ccccc2)cc1 the results were USP8 inh -2.2, OTUD3 inh -3.4, UCHL1 block 1.5, USP10 block 20.8, USP17 inh 4.2, USP7 inh -19.9, USP28 block -0.4 and USP30 block -13.3.
For CCN(CCCNC(=O)c1ccc(Cn2c(=O)[nH]c3ccccc3c2=O)cc1)c1ccccc1 the results were USP8 inh 5.8, OTUD3 inh 2.7, UCHL1 block 1.4, USP10 block 15.9, USP17 inh 58.5*, USP7 inh 5.6, USP28 block -5.9 and USP30 block 3.0.
`O=C(Nc1ccccc1)N1CCCC1c1nc(-c2cccc(Cl)c2)no1` (stereo unspecified) gave USP8 inh 13.0, OTUD3 inh 10.9, UCHL1 block 6.6, USP10 block 2.9, USP17 inh 8.4, USP7 inh -19.8, USP28 block 19.3 and USP30 block 24.8.
Screening COc1cccc(CNc2nnc(-n3nc(C)cc3C)c3ccccc23)c1 returned USP8 inh -30.4, OTUD3 inh -8.5, UCHL1 block -4.7, USP10 block -1.8, USP17 inh -10.6, USP7 inh -3.0, USP28 block -10.1 and USP30 block -14.2.
Screening O=C(Nc1cccc(CO)c1)c1ccc(COc2ccc(Cl)cc2)cc1 returned USP8 inh 2.0, OTUD3 inh 9.5, UCHL1 block 3.9, USP10 block -0.6, USP17 inh 13.5, USP7 inh -3.6, USP28 block 18.8 and USP30 block 20.6.
`COc1ccc([C@H]2CN(C)[C@@H]3CCN(C(=O)c4cc(C)nc(N)n4)C[C@H]23)cc1` gave USP8 inh 9.2, OTUD3 inh 16.4, UCHL1 block 3.0, USP10 block -3.5, USP17 inh 10.1, USP7 inh 5.1, USP28 block 8.8 and USP30 block 21.1.
